High-throughput results as filed in PubChem.
FAK blocker = inhibitors of human focal adhesion kinase. 97,000 tested, 0.84% active. AID 727. inhibition, %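 (tested at 7 µM)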. Q05397. biochemical FAK kinase activity assay; in the data active means inhibition above about 19%;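 further: 0% = DMSO and 100% = reference compound high control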
PostGolgi ctrl = yeast control strain growth, post-Golgi counter-screen; 98,000 tested, 5% active; inhibition, % at 10 µM; efflux-deficient yeast background strain, growth absorbance A615, 16 h; AID 738
S1P2 antag = blocks the human S1P2 receptor. inhibition, % at 5 µM. cell-based S1P2 antagonist assay, inhibition at 5 uM. O95136. 97,000 tested, 0.21% active; in the data active means inhibition above about 45%;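 further: CRE beta-lactamase reporter cells expressing human S1P2 stimulated with S1P; 0% = agonist at EC80 alone and 100% = agonist plus reference antagonist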
HIV Rev-RRE inh = inhibitors of HIV-1 Rev-RRE RNA interaction; P05866; Rev peptide-RRE RNA binding, FRET; inhibition, % at 8 µM; 97,000 tested, 0.79% active;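 active means inhibition above the screen-wide mean plus 3 SD, cut at about 35% in these data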;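 further: 0% = median DMSO wells and 100% = median Neomycin B control wells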
Target sequence (P05866 whole entry, looked up): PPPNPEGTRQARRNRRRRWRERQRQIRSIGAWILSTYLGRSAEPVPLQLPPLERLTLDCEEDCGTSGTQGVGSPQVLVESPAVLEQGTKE
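Test system: Cy5-tagged RRE RNA duplex with fluorescein-tagged Rev peptide; Probe or stimulus: labelled Rev peptide; Schedule: 5 min preincubation and 15 min binding, 25 °C; Signal: FRET fluorescence readout; Evaluation: % inhibition from 671/540 nm acceptor-to-donor ratio, scaled between controls; Control set: DMSO and neomycin B.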
PostGolgi yeast = growth inhibition of a yeast mutant, post-Golgi transport screen; post-Golgi transport phenotypic cell assay; 98,000 tested, 0.9% active; inhibition, % at 10 µM;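 further: yeast cells grown in 1536-well plates; yeast grown about 18 h at 30C before absorbance read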
S1P2 ag = S1P2 (human) receptor agonism; activation, % at 4.5 µM; 97,000 tested, 0.46% active; O95136; S1P2-expressing cell line, agonist reporter read-out; in the data active means activation above about 16%;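 further: 0% = vehicle low control and 100% = maximal reference agonist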
EphB4 antag = blocks human EphB4 binding to ephrin-B2 | 97,000 tested, 0.15% active | AID 720 | EphB4 LBD / TNYL-RAW-Alexa532 peptide, fluorescence polarization | P54760 | inhibition, % at 7 µM;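 active means inhibition above the screen-wide mean inhibition plus 3 SD, cut at about 15% in these data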;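 further: 0% = DMSO wells and 100% = excess unlabeled TNYL-RAW peptide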
LYP inh 2 = inhibitors of human LYP (PTPN22) phosphatase. Q9Y2R2. recombinant LYP catalytic domain, DiFMUP fluorescence. inhibition, % at 2 µM. 96,000 tested, 0.21% active;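 active means inhibition at 2 µM at or above a set limit, the screen mean plus 3 SD, cut at about 24% in these data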;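 further: 0% = DMSO with enzyme and 100% = enzyme fully blocked by orthovanadate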
Target sequence (Q9Y2R2 whole entry, looked up, the tested form may be a part): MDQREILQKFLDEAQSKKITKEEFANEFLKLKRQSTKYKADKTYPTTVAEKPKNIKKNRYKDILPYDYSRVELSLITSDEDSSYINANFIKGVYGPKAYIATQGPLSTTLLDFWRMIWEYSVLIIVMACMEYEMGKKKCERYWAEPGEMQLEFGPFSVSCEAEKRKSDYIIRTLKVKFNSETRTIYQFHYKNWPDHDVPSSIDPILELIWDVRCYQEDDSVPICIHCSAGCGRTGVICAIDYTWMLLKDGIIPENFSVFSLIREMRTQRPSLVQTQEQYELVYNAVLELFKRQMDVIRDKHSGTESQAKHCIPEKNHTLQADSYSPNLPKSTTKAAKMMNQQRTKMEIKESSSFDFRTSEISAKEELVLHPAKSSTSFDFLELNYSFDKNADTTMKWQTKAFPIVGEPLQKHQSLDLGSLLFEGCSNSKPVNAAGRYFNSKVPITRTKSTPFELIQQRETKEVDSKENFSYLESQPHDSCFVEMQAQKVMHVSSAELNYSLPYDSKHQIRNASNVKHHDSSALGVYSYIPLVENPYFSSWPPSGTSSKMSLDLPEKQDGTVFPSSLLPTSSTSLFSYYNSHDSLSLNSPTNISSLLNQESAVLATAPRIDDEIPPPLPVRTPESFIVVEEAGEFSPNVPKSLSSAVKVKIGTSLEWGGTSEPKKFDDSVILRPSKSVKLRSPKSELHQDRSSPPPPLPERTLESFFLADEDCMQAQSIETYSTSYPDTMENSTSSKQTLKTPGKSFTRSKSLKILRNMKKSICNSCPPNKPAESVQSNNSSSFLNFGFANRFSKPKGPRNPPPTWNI
LYP act = LYP (human) phosphatase activation; activation, % at 2 µM; 96,000 tested, 0.11% active; Q9Y2R2; recombinant LYP, DiFMUP fluorescence; 0 = plate median, 100 = signal doubled; AID 697;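 active means activation at 2 µM above a set limit, the mean plus 5 SD, cut at about 37% in these data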
The depositor's hits bear a star; . = not tested or not shown; [ ] = another dose, or the depositor's remark. Unless noted, no stated cut-off is given here; in the data, active means inhibition above about 30%; inactive means the rest.

SMILES	FAK blocker	PostGolgi ctrl	S1P2 antag	HIV Rev-RRE inh	PostGolgi yeast	S1P2 ag	EphB4 antag	LYP inh 2	LYP act
Cc1ccc(OC(=O)c2cccc(C(=O)Oc3ccc(C)cn3)n2)nc1	2	-6	0	4	3	-6	-4	-1	1
C/C(=N\Nc1nc(N)cc(Cl)n1)c1cccc([N+](=O)[O-])c1	1	1	21	6	2	-5	6	5	-6
CS(=O)(=O)N1CCc2cc(S(=O)(=O)N3CCN(Cc4ccc5c(c4)OCO5)CC3)ccc21	-2	6	-11	5	0	0	-1	-15	10
Cc1ccc(-c2nc(N)c3c(-c4ccc(C)cc4)nn(C(C)(C)C)c3n2)cc1	9	1	6	7	-14	-2	14	-16	13
COC(=O)c1ccc(NCCc2csc(-c3ccc(C)cc3)n2)c([N+](=O)[O-])c1	-2	-4	-9	6	12	-4	-6	6	-4
O=C(O)c1ccc(Cn2cc(Cl)cn2)cc1	0	1	27	2	-3	-2	-5	-9	5
COc1ccc(OCC(=O)N2CCN(C(=O)c3ccccc3)CC2)cc1	1	9	13	3	2	1	-8	-10	9
Cc1cc(-c2[nH]nc3c2C(c2ccc(Cl)cc2)C(C#N)=C(N)O3)c(C)s1 (stereo not drawn)	5	.	6	7	.	0	2	-5	1
COc1ccc(N2CCN(C(=O)c3cc4c(-c5ccc(Cl)cc5)nn(C)c4s3)CC2)cc1	5	6	7	-6	-3	-3	-7	-2	-1
COc1ccccc1NC(=O)C1=C(C)Nc2nc(-c3cccs3)nn2C1c1cccnc1 (stereo not drawn)	-3	-5	12	0	3	-3	-7	5	-8
CC1CCN(c2nc3ccccc3nc2N2CCC(C)CC2)CC1	0	8	-8	5	2	0	-4	7	-7
Cc1cccc(NC(=O)CSc2nnc(-c3ccc(S(=O)(=O)N4CCCC4)cc3)o2)c1	-1	2	16	4	-6	-9	17*	-10	9
CC(C)CC(C(=O)Nn1cnnc1)N1C(=O)c2ccccc2C1=O (stereo not drawn)	0	-3	7	6	-1	-10	-1	-4	0
Cc1c(NC(=O)c2cc3nc(-c4ccc(Cl)cc4)cc(C(F)(F)F)n3n2)c(=O)n(-c2ccccc2)n1C	-3	.	2	3	.	-4	4	-3	0
CCn1nnnc1SCCSc1nnnn1CC	3	10	-17	7	2	0	-11	-4	1
O=C(O)CCCN=C1CCCc2ccccc2N1	-2	-2	5	7	7	-8	9	3	-2
O=C(Nc1ccon1)c1cc2ccccc2oc1=O	6	-4	-19	9	4	-6	3	-1	4
CCOc1ccc(N(Cc2cc3ccc(C)cc3[nH]c2=O)C(=O)COC)cc1	3	27	-6	9	3	0	0	3	-5
O=C(Nc1nc2ccccc2n1CCN1CCCCC1)c1ccc(Cl)cc1	-3	-1	2	10	22	-5	-7	4	-2
Cn1c(=O)c2c(nc(OCc3cccnc3)n2Cc2ccccc2)n(C)c1=O	-1	9	-14	5	-4	0	-2	12	-12
O=C(Cn1ccc([N+](=O)[O-])n1)NCc1ccco1	1	-4	11	8	0	-7	-2	-1	3
CC1CCCCC1NC(=O)c1ccc(S(=O)(=O)NCc2ccco2)cc1 (stereo not drawn)	1	-3	3	7	-3	-3	2	-5	4
Cc1cc(C)c2c3c(sc2n1)C(c1cccc(F)c1)C(C#N)=C(N)O3 (stereo not drawn)	1	74*	-35	14	19	13	-2	3	0
Cc1cc(N2CCOCC2)nc(SCC(=O)c2ccc(Cl)cc2)n1	4	5	0	12	-1	-6	4	0	-4
CC(NS(=O)(=O)c1ccccc1)C1COc2ccccc2O1 (stereo not drawn)	0	-4	-4	2	1	-9	4	-8	3
N#CCCN1CCN(S(=O)(=O)c2ccc3c(c2)OCCCO3)CC1	2	1	-3	5	-2	-3	-4	2	-6
COc1cc(S(=O)(=O)Nc2ncccc2C)c(OC)cc1Cl	2	9	8	6	-1	-1	8	12	-13
CCOc1ccc(NC(=O)C2CCCCN2S(=O)(=O)c2ccccc2)cc1 (stereo not drawn)	3	12	-9	4	0	-3	4	-4	4
CCCc1cc(=O)oc2cc(C)c3c(C)coc3c12	7	9	4	1	-18	-1	0	-2	0
COc1ccccc1C(=O)Nc1nc(-c2ccc(S(=O)(=O)N3CCOCC3)cc2)cs1	-4	11	77*	2	-7	-7	1	13	-10
CCSc1nnc(NC(=O)C2Cc3ccccc3CN2C(=O)c2ccco2)s1 (stereo not drawn)	13	7	9	11	22	-4	-3	8	-10
COc1ccc(Cc2ccc(OC)c(N)c2)cc1N	0	-6	-10	1	-2	-7	3	-6	6
O=c1[nH]c(Cn2nnc(-c3ccccc3)n2)nc2scc(-c3ccccc3)c12	-4	8	-11	8	-14	-10	-11	4	-8
Cc1nc2ncnn2c(C)c1Cc1ccc(Cl)cc1	-3	6	-21	6	-4	-6	4	11	-10
CCOc1ccc(-c2nc(C#N)c(NCC3CCCO3)o2)cc1 (stereo not drawn)	5	14	16	6	0	0	-8	9	-8
S=c1[nH]nc(-c2cccc(Br)c2)o1	-22	6	10	1	-4	-6	5	7	-3
Cn1c(C(=O)OC(C(=O)NC2CCCC2)c2cccnc2)cc2sccc21 (stereo not drawn)	6	11	23	6	4	-2	8	15	-11
O=C(CC1Oc2ccccc2NC1=O)NCCCN1CCN(C2CCCCC2)CC1 (stereo not drawn)	1	.	3	2	.	-2	-10	3	-5
CC(C)Cn1c(CN2CCCCC2C)nc2c1c(=O)n(C)c(=O)n2C (stereo not drawn)	0	3	5	-1	-3	-5	1	-6	4
CCCNC(=O)COC(=O)c1ccc(S(=O)(=O)N2CCCCCC2)cc1	-6	11	14	4	0	-9	-7	1	-2
CCc1c(C)nc(SCC(=O)N2CCc3ccccc32)[nH]c1=O	3	-14	6	0	-4	2	0	7	-6
O=C(N1CCOCC1)n1cnc2ccccc21	2	.	3	7	.	-1	-5	2	0
COc1ccc2c(C)nc(Nc3nc(C)cc(C)n3)nc2c1	8	5	20	11	8	-1	-3	5	-3
O=C(NC(Nc1ncccn1)C(=O)c1ccccc1)c1ccccc1 (stereo not drawn)	-3	23	-7	-3	3	1	-4	10	-11
COc1ccc(-c2cc(C(F)(F)F)nc(SCCC(=O)N3CCCC3)n2)cc1	1	.	-10	0	.	-4	5	11	-12
Cc1ccccc1NC(=O)c1ccc(S(=O)(=O)N(C)C)cc1	-6	3	5	0	2	-2	-3	.	.
CCC(=O)c1ccccc1OCCSc1nc(C)cc(=O)[nH]1	-1	3	12	4	11	-7	1	-4	3
Cc1sc(N/N=C/c2cccnc2)nc1-c1ccccc1	-2	13	8	-2	1	-3	-6	-10	14
CCOc1ccc(C(=O)NCC(=O)OCC(=O)Nc2ccccc2OCC)cc1	3	8	-14	-4	1	-4	0	4	-5
COc1cc(NC2c3ccccc3C(=O)N2c2cc(C)ccn2)cc(OC)c1OC (stereo not drawn)	0	2	3	5	10	-3	-1	5	-8
COCCNC(=O)CSc1nc(-c2ccccc2)c(-c2ccccc2)o1	0	19	-8	2	-9	-1	-5	-8	7
CC(C)(C)c1ccc(-c2noc(CCC(N)=O)n2)cc1	2	2	-11	-3	0	0	-4	-8	2
CCOC(=O)Cc1nnc(NC(=O)COc2ccc(C)cc2)s1	3	3	14	10	-9	-5	1	6	-9
CCCOc1ccc(C(=O)CCC(=O)OCC(=O)N2CC(=O)Nc3ccccc32)cc1	0	-4	4	5	22	-1	1	-3	1
Cc1nc2c(-c3ccc(F)cc3)c(C)nn2c(C)c1CCC(=O)N1CCN(c2ccc(F)cc2)CC1	-1	26	17	2	-13	-3	3	-1	-2
C=C1c2ccccc2NC(=O)N1c1ccc(C)cc1	1	7	-24	-1	4	-3	-3	2	0
Cc1cc(Cl)ccc1NC(=O)Nc1c(C)n(-c2ccccc2)c(=O)n1C	2	20	-20	1	-6	-2	2	-8	7
O=C(Nc1nn(Cc2ccc(Cl)cc2)cc1Br)c1ccc(COc2ccccc2Cl)o1	2	2	4	8	4	-6	6	-8	8
CCCCNC(=O)c1onc(CSc2cccc(F)c2)c1C(=O)O	-10	15	-7	0	-6	-4	5	10	-7
Cc1nc2cc(-c3cccc(F)c3)nn2c(N2CCN(C(=O)c3ccco3)CC2)c1C	0	10	-5	8	10	-3	8	11	-12

Remaining list, next part
SMILES	FAK blocker	PostGolgi ctrl	S1P2 antag	HIV Rev-RRE inh	PostGolgi yeast	S1P2 ag	EphB4 antag	LYP inh 2	LYP act
CCO/C=C/C(=O)N(C)CCC#N	1	2	9	10	-3	-5	3	2	0
Cc1ccc2cc(C)c(N3CCN(c4ccccn4)CC3)nc2c1	-1	11	-18	10	8	-3	5	9	-9
O=C(CSc1nc2ccccc2c(=O)n1NC(=O)Cc1ccccc1)NCc1ccccc1	0	-1	2	4	-4	-7	6	17	-16
C(=C\c1ccccc1)/C=N/N1CCN(c2ccccn2)CC1	3	2	1	0	-4	-4	2	3	2
COc1ccc(NC(=O)CSc2nccn2-c2cccc(OC)c2)cc1	-1	7	13	4	7	-7	2	2	0
CCNS(=O)(=O)c1ccc(NC(=O)Nc2cccc(OC)c2)cc1	2	4	8	2	0	-6	4	7	-3
O=C(CSc1nnc(-c2ccc(Cl)cc2Cl)n1C1CCCCC1)NC1CCS(=O)(=O)C1 (stereo not drawn)	-9	17	-2	-2	-5	-10	3	4	-2
CC1C(C#N)=C(N)OC2=C1C(=O)CC(C)(C)C2 (stereo not drawn)	5	-3	18	9	19	-7	4	-6	3
COc1ccc(C2C(C#N)=C(N)Oc3cc(O)ccc32)cc1OC (stereo not drawn)	0	4	13	12	3	-5	6	5	-7
CC(C)C(=O)Nc1nnc(-c2ccccc2)o1	4	-6	18	13	-5	-3	1	-3	2
Cc1onc(-c2ccccc2)c1C(=O)NCCc1c[nH]c2ccccc12	0	2	15	1	3	-8	-1	2	-5
COc1cc(C2Nc3ccccc3C(=O)N2c2ccc3c(c2)OCCO3)ccc1OCC(C)C (stereo not drawn)	5	12	2	4	-3	-9	8	3	-4
CN1CCN(S(=O)(=O)c2ccc(-c3ccccc3)cc2)CC1	0	-10	-9	7	17	-2	-4	12	-8
Cc1ccc(C(=O)NC(Cc2c[nH]c3ccccc23)C(=O)O)o1 (stereo not drawn)	-4	-4	-2	6	4	-8	8	1	3
CCOC(=O)c1c(NC(=O)c2c(-c3ccccc3)noc2C)sc(C)c1-c1ccccc1	0	3	-29	11	-3	7	4	-2	2
CCN(CCCNC(=O)CCc1nc(-c2ccc(C)cc2)no1)c1cccc(C)c1	0	36*	-4	-6	8	1	-1	4	-5
Nc1c(C(=O)Nc2nc3ccccc3s2)sc2nc(-c3cccs3)ccc12	49*	-14	73*	133*[fluorescence artefact?]	-2	-13	3	35*	-31
Cc1cccc(Cn2c(=O)c3c(nc4n3CCCN4Cc3ccccc3)n(C)c2=O)c1	0	42*	22	-3	-6	-9	-2	-7	7
CC(=O)NCCc1ccc(S(=O)(=O)NC2OC(=O)c3ccccc32)cc1 (stereo not drawn)	8	-3	15	11	-2	-4	3	-2	0
